Bioassay records from PubChem BioAssay.
CHRM4 antagonist – human M4 muscarinic receptor antagonists, primary screen, CHO cells, Fluo-8 calcium fluorescence | CHO-hM4 cells, ACh EC80 | inhibition, % at 3 µM | 360,000 compounds, 0.73% hits;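 active = inhibition above its plate's cutoff, the mean inhibition of sample wells plus 3 SD, cut at about 27% in these data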;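 also: 0% = acetylcholine EC80 with DMSO and 100% = DMSO without agonist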
Target sequence (P08173 whole entry, looked up): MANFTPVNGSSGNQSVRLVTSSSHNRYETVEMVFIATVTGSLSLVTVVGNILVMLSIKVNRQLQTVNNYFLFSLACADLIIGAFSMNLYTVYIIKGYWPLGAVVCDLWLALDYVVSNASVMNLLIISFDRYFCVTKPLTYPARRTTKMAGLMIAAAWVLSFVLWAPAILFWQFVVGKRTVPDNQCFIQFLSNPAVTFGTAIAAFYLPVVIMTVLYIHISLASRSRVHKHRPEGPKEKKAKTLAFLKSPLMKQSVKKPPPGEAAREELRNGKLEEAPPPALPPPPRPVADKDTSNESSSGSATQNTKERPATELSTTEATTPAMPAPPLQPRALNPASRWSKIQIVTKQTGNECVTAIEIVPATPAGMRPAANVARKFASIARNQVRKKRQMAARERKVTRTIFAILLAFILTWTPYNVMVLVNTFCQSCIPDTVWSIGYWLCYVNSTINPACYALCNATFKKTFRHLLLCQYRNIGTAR
CRFR2-BP ag – agonists of CRF-BP/CRF-R2 complex, primary screen, cell-based, HEK293, calcium dye fluorescence, uHTS | activation, % at 13.2 µM | CRF-binding protein / CRF receptor 2 complex (human) | AID 588473, 2011 | 350,000 compounds, 0.46% hits | calcium dye fluorescence (FLIPR); percent of saturating CRF peptide response;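 active = activation of at least 50%, plus an integration ratio under a set limit after plate pattern correction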;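 also: plate controls were neutral control wells without compound for no effect and CRF at EC100 for full effect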
M1 antag – human M1 muscarinic receptor antagonists, primary screen, CHO-K1 cells, Fluo-8 calcium fluorescence, 1536-well. Muscarinic acetylcholine receptor M1 (Homo sapiens), P11229. CHO-K1 hM1, ACh EC80 antagonist. inhibition, % at 3 µM. 360,000 compounds, 1.3% hits. AID 588852, 2011;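 active = percent inhibition above its own plate's cutoff, namely the mean of that plate's compound wells plus 3 SD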;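 also: peak over basal fluorescence ratio during 140 s after agonist addition; 0% = ACh EC80 plus DMSO and 100% = DMSO alone without agonist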
Target sequence (P11229 whole entry, looked up): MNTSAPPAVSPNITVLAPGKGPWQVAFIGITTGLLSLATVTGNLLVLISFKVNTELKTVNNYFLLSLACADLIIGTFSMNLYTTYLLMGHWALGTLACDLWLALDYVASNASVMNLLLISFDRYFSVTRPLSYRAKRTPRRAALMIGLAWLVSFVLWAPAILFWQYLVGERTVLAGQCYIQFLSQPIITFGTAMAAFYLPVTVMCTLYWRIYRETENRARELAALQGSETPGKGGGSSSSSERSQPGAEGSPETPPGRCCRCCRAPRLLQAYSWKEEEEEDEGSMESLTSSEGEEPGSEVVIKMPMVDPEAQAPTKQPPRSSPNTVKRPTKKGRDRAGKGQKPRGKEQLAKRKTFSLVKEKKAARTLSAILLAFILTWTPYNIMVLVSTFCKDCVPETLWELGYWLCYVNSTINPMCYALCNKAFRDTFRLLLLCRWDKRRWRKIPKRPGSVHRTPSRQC
M1 PAM – human M1 muscarinic receptor positive allosteric modulators, primary screen, CHO-K1 cells, Fluo-8 calcium fluorescence, 1536-well; 360,000 compounds, 0.088% hits; CHO-K1 hM1, ACh EC20; 0% = ACh EC20, 100% = maximal ACh; activation, % at 3 µM; in the data active = activation above about 19%, passing the limit was not always enough
M4 PAM – human M4 muscarinic receptor positive allosteric modulators, primary screen, CHO-K1 cells, Fluo-8 calcium fluorescence; 360,000 compounds, 0.4% hits; AID 624126, 2012; activation, % at 3 µM; CHO-K1 hM4/Gqi5, ACh EC20; 0% = ACh EC20, 100% = maximal ACh; Muscarinic acetylcholine receptor M4 (Homo sapiens), P08173;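 active = activation above its plate's cutoff, the mean activation of sample wells plus 3 SD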; also: some results filed as inactive read as strong as hits
M5 ag – human M5 muscarinic receptor agonists, primary screen, CHO-K1 cells, Fluo-8 calcium fluorescence; CHO-K1 hM5 cells; 0% DMSO wells, 100% maximal acetylcholine response; activation, % at 3 µM; 360,000 compounds, 0.19% hits;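 active = activation above the run's mean over test compounds plus 3 SD, cut at about 23% in these data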;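 also: signal is peak over basal fluorescence ratio across the kinetic read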
M4 ag – human M4 muscarinic receptor agonists, primary screen, CHO-K1 cells, Fluo-8 calcium fluorescence; CHO-K1 hM4/Gqi5; vehicle 0%, full acetylcholine response 100%; activation, % at 3 µM; Muscarinic acetylcholine receptor M4 (Homo sapiens), P08173; 360,000 compounds, 0.14% hits; AID 624127, 2012;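 active = activation above the run mean over all test wells plus 3 SD, cut at about 32% in these data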;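 also: peak over basal fluorescence ratio per well then scaled between controls; 0% = DMSO wells and 100% = acetylcholine at EC100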
CHRM5 antagonist – human M5 muscarinic receptor antagonists, primary screen, CHO cells, Fluo-8 calcium fluorescence; Muscarinic acetylcholine receptor M5 (Homo sapiens), P08912; CHO-hM5 cells, ACh EC80; inhibition, % at 3 µM; 360,000 compounds, 0.59% hits; AID 624040, 2012;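 active = inhibition above a per-plate cutoff, the mean of that plate's test compounds plus 3 SD, cut at about 27% in these data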;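 also: 0% = acetylcholine EC80 with DMSO and 100% = DMSO without agonist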
CHRM5 PAM – human M5 muscarinic receptor positive allosteric modulators, primary screen, CHO-K1 cells, Fluo-8 calcium fluorescence; CHO-K1 hM5, ACh EC20 PAM; 0% = ACh EC20, 100% = ACh EC100; activation, % at 3 µM; 360,000 compounds, 0.3% hits; AID 624038, 2012;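 active = activation above the run cutoff, the mean activation of all test compounds plus 3 SD, cut at about 18% in these data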
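System: CHO-K1 hM5 cells. Reagent: acetylcholine, EC20 level. Compound dosing: single dose, 3 µM nominal final test concentration. Timing: Post-acetylcholine fluorescence recording 140 s. Detection: Fluo-8 calcium fluorescence. Read-out: % activation, ACh-normalized. Benchmarks: ACh EC20 and EC100 wells. Repeats: singlicate, one well per test compound.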
An asterisk follows results filed as active; . = not tested or not shown.

SMILES	CHRM4 antagonist	CRFR2-BP ag	M1 antag	M1 PAM	M4 PAM	M5 ag	M4 ag	CHRM5 antagonist	CHRM5 PAM
COCCN(C(=S)Nc1cc(C)cc(C)c1)C(C)c1cccnc1 (stereo not drawn)	-9	-8.4	-9	6	4	-2	1	-5	4
Cc1c(NC(=O)c2cc(-c3ccccc3O)on2)c(=O)n(-c2ccccc2)n1C	-5	-0.8	-17	11	1	1	0	3	5
O=C(Cc1cccs1)NNC(=S)NC(=O)c1ccco1	-5	0.5	-8	12	8	-2	0	-3	-1
COc1ccccc1N1C(=O)CC(c2ccccc2)CC1=O	3	0.2	-8	6	-1	2	0	7	2
Cc1cc(C)n(-c2ccc(C(=O)NCCCN3CCOCC3)cc2)n1	-2	-0.9	-5	8	2	-2	2	-1	4
CN(Cc1ccccc1)c1ncnc2ccc(Br)cc12	5	0.2	-7	-3	-3	-3	7	3	-5
CN(C(=O)c1ccccc1C(=O)OCC(=O)c1ccc(F)c(F)c1)C1CCCCC1	-6	0.4	-6	7	5	0	6	3	2
O=c1[nH]c(NCCO)nc2c1C1(CCCCC1)Cc1ccccc1-2	-14	0.5	-16	-3	-2	2	2	-9	-1
COc1cc2c(C(=O)NCCCN3CC(C)CC(C)C3)cn(CC(C)C)c(=O)c2cc1OC (stereo not drawn)	6	0.0	4	0	-3	-3	1	10	-10
O=S(=O)(Nc1ccccc1N1CCCCC1)c1cccs1	-3	-1.0	-15	9	-1	-16	-2	1	2
CCOC(=O)c1c(NC(=O)Cn2nc(C(=O)O)c3ccccc3c2=O)sc(C)c1C	13	0.0	9	2	7	-5	0	9	1
COC(=O)c1sccc1NC(=O)c1ccc(Cl)cc1	1	0.9	-22	15	-1	-2	1	-1	6
CCOc1ccc2nc(NC3=NC(C)(C)C=C(C)N3)nc(C)c2c1	3	-0.5	4	-4	-1	-3	0	3	-2
O=C(NCCO)c1cccc(-c2cccc3nncn23)c1	-2	.	-9	1	1	0	1	3	0
CC(=O)O[C@H]1[C@H](O)[C@H](Oc2c(O)c(C)c3c4c2[C@@H](C)CC[C@@H]4[C@@H](C)C[C@H]3C=C(C)C)O[C@@H](C)[C@H]1O	-12	-0.7	-18	15	13	2	0	5	-8

Three entries from above, arranged by the value under M4 ag, rising.
SMILES	CHRM4 antagonist	CRFR2-BP ag	M1 antag	M1 PAM	M4 PAM	M5 ag	M4 ag	CHRM5 antagonist
CC(=O)O[C@H]1[C@H](O)[C@H](Oc2c(O)c(C)c3c4c2[C@@H](C)CC[C@@H]4[C@@H](C)C[C@H]3C=C(C)C)O[C@@H](C)[C@H]1O	-12	-0.7	-18	15	13	2	0	5
COc1cc2c(C(=O)NCCCN3CC(C)CC(C)C3)cn(CC(C)C)c(=O)c2cc1OC (stereo not drawn)	6	0.0	4	0	-3	-3	1	10
O=c1[nH]c(NCCO)nc2c1C1(CCCCC1)Cc1ccccc1-2	-14	0.5	-16	-3	-2	2	2	-9

Going on with the list.
SMILES	CHRM4 antagonist	CRFR2-BP ag	M1 antag	M1 PAM	M4 PAM	M5 ag	M4 ag	CHRM5 antagonist	CHRM5 PAM
Cc1ccc(Cl)cc1NC(=S)N(Cc1cccs1)C1CCCC1	-5	-0.9	-3	4	8	-1	1	11	5
Cc1ccccc1OCC(O)CN1CCCCC1 (stereo not drawn)	2	1.2	-16	10	1	0	1	3	2
CCC(C)Nc1c([N+](=O)[O-])cc(C)cc1[N+](=O)[O-] (stereo not drawn)	2	-6.5	-3	2	4	-2	-1	-2	4
Cc1cccc(C)c1N1C(=O)c2ccccc2NC(=O)C1C(=O)Nc1ccc2c(c1)OCCO2 (stereo not drawn)	-11	.	.	.	4	2	7	1	-2
CC1CCN(C(=O)CS(=O)(=O)Cc2ccccc2)CC1	9	-0.2	-3	3	-4	0	0	-1	1
COc1cc(C2c3c(-c4ccccc4)n[nH]c3C(=O)N2c2ccc(C(=O)O)cc2)ccc1O (stereo not drawn)	-3	-0.7	-10	10	-2	1	1	1	-1
CN(CC(=O)Nc1ccc(Cl)c(C(F)(F)F)c1)C(=O)C1CC(=O)N(CCc2ccccc2)C1 (stereo not drawn)	-6	-0.9	-3	7	0	-5	6	4	-1
O=C(NCCC1CCCC1)C1CCC(=O)N(CCCN2CCCC2=O)C1 (stereo not drawn)	-5	-0.6	-18	15	2	0	0	-6	5
COc1ccc(CN(C)S(=O)(=O)c2ccc3c(c2)OCCO3)cc1	0	-5.0	-8	-2	1	-4	6	8	-6
CCOC(=O)C[C@H]1c2cc(F)ccc2S(=O)(=O)N1C(C)(C)C	-13	-2.9	-3	13	12	2	0	1	10
C=CCNC(=O)c1onc(CSc2ccc(F)cc2)c1C(=O)NCC=C	-8	-1.1	-3	8	24	-4	0	3	9
Cc1n(C)c2cc(Cl)ccc2[n+]1Cc1ccccc1	-2	2.4	4	-6	4	-6	0	-6	-1
COc1ccccc1NC(=O)C(C)OC(=O)c1cccc(-n2cnnn2)c1 (stereo not drawn)	6	-1.2	-7	9	9	-2	4	-2	1
O=C(CCc1nnc(CCC2CCCCC2)o1)NCCn1cccn1	7	0.2	10	0	-5	0	0	4	-1
O=C(CSc1n[nH]c(-c2ccccn2)n1)Nc1ccccc1F	-12	-0.3	1	0	1	-3	0	9	2
OCCNc1nc(Nc2cc(Cl)ccc2OC2CCCC2)nc(N2CCCC2)n1	4	-0.2	-2	6	2	3	3	0	3
CN(C)CCCNc1nc2cc(-c3cnn(Cc4ccccc4)c3)sc2c(=O)n1C	-9	.	-8	4	8	0	1	-3	0
CC(=O)c1ccc(NC(=O)CCSCCC(=O)Nc2ccc(C(C)=O)cc2)cc1	1	0.4	-6	8	3	-2	2	-1	-2
O=C(Nc1cc(Br)ccc1O)c1cnn2c(C(F)F)cc(C3CC3)nc12	-5	1.2	2	4	2	-5	3	-11	-10
COC(=O)N1CCCCC1c1cc(C(=O)NCc2cccnc2)no1 (stereo not drawn)	5	.	5	-3	-1	0	0	3	-1
CC(=O)c1cccc(NC(=O)Cc2cccs2)c1	3	-0.1	3	9	2	1	2	3	1
N#Cc1cc2cc3c(cc2nc1N1CCOCC1)OCO3	0	0.3	13	-7	-2	1	10	4	-19
COc1ccc(C(C(=O)NCCC(C)C)N(CCO)C(=O)c2snc(C(N)=O)c2N)cc1OC (stereo not drawn)	6	0.1	-10	0	-4	0	0	2	0
Cc1c(C(=O)N/N=C/c2cccc(O)c2)nnn1-c1nonc1N	1	0.3	-3	4	-3	0	4	-9	-2
Cn1c(=S)c2[nH]c(SCc3cccnc3)nc2n(C)c1=O	-3	-3.0	-16	8	2	0	0	8	1
CC(C)(C)C(=O)NCC12C=CC(O1)C1C(=O)N(c3ccccc3)C(=O)C12 (stereo not drawn)	13	0.0	-8	-4	-2	1	1	6	-4
O=C(CCC(=O)Nc1nnc(C2CCCCC2)s1)Nc1ccc(F)cc1	5	-0.3	12	-3	-2	-4	0	3	-3
CN(CCOc1ccc(-c2ccn(S(=O)(=O)c3c(Cl)cccc3Cl)n2)cc1)c1ccccn1	-2	1.8	-1	-5	4	-8	1	-7	13
CC1CCCN(S(=O)(=O)c2cc3c4c(c2)C(C)C(=O)N4CCC3)C1 (stereo not drawn)	3	0.2	1	2	-2	-4	0	-2	0
CC(C)NS(=O)(=O)c1ccc(CCC(=O)N2CCCCC2)cc1	1	-1.6	0	7	-1	-2	3	-2	-1

Single values from the results shown:
Value of CC1CCCN(S(=O)(=O)c2cc3c4c(c2)C(C)C(=O)N4CCC3)C1 (stereo not drawn) under CHRM5 PAM: 0
Value of COc1ccc(C(C(=O)NCCC(C)C)N(CCO)C(=O)c2snc(C(N)=O)c2N)cc1OC (stereo not drawn) under M5 ag: 0

Retrieved by structure from the list above, 2 records:
SMILES	CHRM4 antagonist	CRFR2-BP ag	M1 antag	M1 PAM	M4 PAM	M5 ag	M4 ag	CHRM5 antagonist	CHRM5 PAM
COC(=O)N1CCCCC1c1cc(C(=O)NCc2cccnc2)no1 (stereo not drawn)	5	.	5	-3	-1	0	0	3	-1
O=C(Nc1cc(Br)ccc1O)c1cnn2c(C(F)F)cc(C3CC3)nc12	-5	1.2	2	4	2	-5	3	-11	-10

Continued:
SMILES	CHRM4 antagonist	CRFR2-BP ag	M1 antag	M1 PAM	M4 PAM	M5 ag	M4 ag	CHRM5 antagonist	CHRM5 PAM
COc1ccc(C(O)c2nc3ccccc3n2C(C)C)cc1 (stereo not drawn)	-2	-1.2	-29	9	3	-5	5	0	9
CC1CCCC(NC(=O)COC(=O)COc2cccc(F)c2)C1C (stereo not drawn)	9	-2.3	-1	-2	2	2	2	11	-3
O=C1CC2CS(=O)(=O)CC2N1C1CCCCC1 (stereo not drawn)	-3	0.2	-6	9	7	1	2	-4	3
Cc1ccccc1C(=O)N(C)Cc1ccccc1	-14	-2.4	0	3	6	1	1	-2	-2
CC(=O)c1ccc(-n2c(=O)[nH]c(=O)c3c(N)c(C(=O)c4ccc(Cl)cc4)sc32)cc1	-4	3.6	-18	3	3	5	2	5	1
O=C(CCS(=O)(=O)c1cccc2nonc12)Nc1cccc2c1CCCC2	2	-0.9	6	2	3	-4	0	3	7
CS(=O)(=O)N(CC(=O)NCc1ccco1)c1ccc2c(c1)OCO2	-2	-0.7	-3	7	-1	4	0	3	-1
CN(C)c1ccc(-c2nnn(CC(=O)Nc3ccccc3N3CCOCC3)n2)cc1	-4	0.1	-5	6	1	0	3	5	-3
O=[N+]([O-])c1ccccc1/C=N\Nc1nccs1	-3	-0.5	-12	8	-1	1	1	4	-3
Cc1ccc(S(=O)(=O)N2CCOCC2)cc1C(=O)OCC(=O)N1CCc2ccccc2C1	-9	-2.0	6	-3	-5	0	8	-6	-7

Part of the list above with just M4 PAM and CRFR2-BP ag.
| Molecule | M4 PAM | CRFR2-BP ag |
| --- | --- | --- |
| Cc1ccc(S(=O)(=O)N2CCOCC2)cc1C(=O)OCC(=O)N1CCc2ccccc2C1 | -5 | -2.0 |
| COc1ccc(C(O)c2nc3ccccc3n2C(C)C)cc1 (stereo not drawn) | 3 | -1.2 |
| CS(=O)(=O)N(CC(=O)NCc1ccco1)c1ccc2c(c1)OCO2 | -1 | -0.7 |
| CC1CCCC(NC(=O)COC(=O)COc2cccc(F)c2)C1C (stereo not drawn) | 2 | -2.3 |
| CC(=O)c1ccc(-n2c(=O)[nH]c(=O)c3c(N)c(C(=O)c4ccc(Cl)cc4)sc32)cc1 | 3 | 3.6 |
